Screening results deposited in PubChem by several laboratories.
LEDGF integ inh – blocks HIV-1 LEDGF/p75-dependent DNA integration | TR-FRET IN-LEDGF/p75 DNA integration, Eu/Cy5 | inhibition, % at 3.7 µM | 0.64% of 370,000 active | AID 743269;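 active = inhibition above the screen-wide mean plus 3 SD, cut at about 13% in these data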;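 also: signal is the Cy5 over europium emission ratio at 671 and 618 nm; 0% = plate median of compound wells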
rCAG RNA binder – molecules binding r(CAG) RNA repeats. r(CAG) RNA repeat, TO-PRO-1 dye displacement fluorescence. inhibition, % at 3 µM. 1.3% of 370,000 active. AID 651821;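 active = inhibition above the plate cutoff, the mean of all test compounds on that plate plus 3 SD, cut at about 35% in these data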;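 also: 0% = DMSO alone and 100% = 100 µM mitoxantrone as full dye displacement; higher means more dye released from RNA so lower well fluorescence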
SIAE primary – human SIAE inhibition, primary screen. SIAE FP-Rh probe binding, fluorescence polarization. inhibition, % at 9.66 µM. 0.69% of 370,000 active. AID 1053197;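 active = inhibition above a cutoff: mean of compounds within the control limits plus 3 SD of those, cut at about 17% in these data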;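 also: 0% = plate median of compound wells and 100% = probe without SIAE protein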
Target sequence (Q9HAT2 whole entry, looked up): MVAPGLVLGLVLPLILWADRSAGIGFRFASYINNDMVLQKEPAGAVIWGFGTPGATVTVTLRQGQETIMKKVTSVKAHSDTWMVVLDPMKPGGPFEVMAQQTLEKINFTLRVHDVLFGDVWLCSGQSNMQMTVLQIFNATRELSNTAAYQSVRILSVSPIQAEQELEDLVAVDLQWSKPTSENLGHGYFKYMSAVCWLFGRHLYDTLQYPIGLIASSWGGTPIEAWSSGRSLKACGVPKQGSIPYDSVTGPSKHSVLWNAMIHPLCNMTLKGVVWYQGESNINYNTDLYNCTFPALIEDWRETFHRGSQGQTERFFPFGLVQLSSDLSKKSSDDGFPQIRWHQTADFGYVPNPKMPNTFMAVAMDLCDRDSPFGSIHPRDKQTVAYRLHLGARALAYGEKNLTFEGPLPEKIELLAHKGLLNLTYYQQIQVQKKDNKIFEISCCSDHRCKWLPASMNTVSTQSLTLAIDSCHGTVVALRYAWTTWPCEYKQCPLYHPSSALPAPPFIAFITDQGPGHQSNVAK
HTRA1 inhibitor – blocks human HTRA1 serine peptidase; recombinant HTRA1, FP-rhodamine activity-based probe, fluorescence polarization; Q92743; 0.5% of 340,000 active; inhibition, % at 5.96 µM; in the data active = inhibition above about 36%;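 also: 0% = enzyme with DMSO and 100% = wells lacking enzyme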
MBD2 DNA inh – MBD2-methylated oligo binding inhibition; Q9UBB5; TR-FRET, MBD2 binding to methylated oligonucleotide; inhibition, % at 4.4 µM; 0.31% of 370,000 active; AID 686964; in the data active = inhibition above about 13%
TDP2 inh – blocks human TDP2 phosphodiesterase activity | inhibition, % at 12.8 µM | recombinant TDP2, T5PNP hydrolysis, p-nitrophenol absorbance 415 nm | O95551 | 0.34% of 370,000 active | AID 720702;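 active = inhibition above the mean of all tested compounds plus 3 SD, set per campaign, cut at about 25% in these data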;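 also: 0% = DMSO with enzyme and 100% = buffer with substrate but no TDP2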
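System – recombinant human TDP2 · Amount – 120 nM TDP2 per well · Buffer or medium – Mg2+-containing Tris-HCl buffer, pH 7.5 · Reagent – T5PNP substrate, 5 mM · Dosing – 12.8 µM single point, 1% DMSO · Incubation – 2 h at 37 °C · Measured by – epi absorbance · Read-out basis – percent inhibition · Benchmarks – high control without enzyme, low control DMSO plus TDP2 · Repeats – singlicate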
TCR-CD3 inh – human TCR-CD3 binding inhibition; TAMRA-labeled TCR probe fluorescence, biochemical; 0.37% of 360,000 active; AID 651800; inhibition, % at 9.4 µM; in the data active = inhibition above about 19%;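 also: recombinant mutant TCR 2C K166C tagged with TAMRA read by polarization; 0% = receptor in buffer alone and 100% = receptor with positive control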
PRMT1 FP inh – inhibitors of human PRMT1. inhibition, % at 2.79 µM. 1.3% of 370,000 active. recombinant PRMT1, activity-based probe fluorescence polarization. AID 652257. Q99873;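 active = inhibition above about 21% made by adding two undisclosed values, limit read from the data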
Target sequence (Q99873 whole entry, looked up): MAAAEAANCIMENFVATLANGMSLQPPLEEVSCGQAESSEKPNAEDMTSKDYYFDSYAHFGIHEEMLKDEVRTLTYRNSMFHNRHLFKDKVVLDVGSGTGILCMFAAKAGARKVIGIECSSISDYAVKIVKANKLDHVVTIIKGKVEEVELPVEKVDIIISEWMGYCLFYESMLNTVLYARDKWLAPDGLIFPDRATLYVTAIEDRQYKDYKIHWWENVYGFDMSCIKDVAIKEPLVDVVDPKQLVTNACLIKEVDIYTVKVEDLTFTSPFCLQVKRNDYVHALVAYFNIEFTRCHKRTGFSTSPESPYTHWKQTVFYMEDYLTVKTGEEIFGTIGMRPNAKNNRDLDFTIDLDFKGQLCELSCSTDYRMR
ABHD4 inh – ABHD4 (mouse) inhibition, primary FP screen. purified mABHD4, FP-Rh probe fluorescence polarization. AID 720543. 0.54% of 370,000 active. inhibition, % at 8.92 µM;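 active = inhibition exceeding the mean over every tested compound plus 3 SD, cut at about 30% in these data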;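 also: 0% = plate median of compound wells and 100% = S159A mutant with DMSO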
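Material: mouse ABHD4 enzyme, wild type; Benchmarks: S159A mutant high control, sample median low control; Buffer or medium: HEPES pH 7.0, NaCl, Pluronic buffer; Signal: fluorescence polarization; Read-out: percent inhibition of probe binding, normalized to plate controls; Timing: pre-incubation 45 min, probe exposure 60 min, at 25 °C; Dosing: 8.92 µM, single dose.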
GC-B act – GC-B (human) receptor activation; P20594; HEK293-GC-B cells, CNP EC30, cGMP TR-FRET; 0% at EC30 CNP, 100% saturating CNP; activation, % at 10 µM; 0.11% of 370,000 active; AID 1920062;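 active = activation at 10 µM reaching about 35% in either raw or pattern-adjusted values, limit read from the data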
The depositor's hits bear a star; · = no result given. The list is partial; count on the stated rates, not on these rows.

Structure	LEDGF integ inh	rCAG RNA binder	SIAE primary	HTRA1 inhibitor	MBD2 DNA inh	TDP2 inh	TCR-CD3 inh	PRMT1 FP inh	ABHD4 inh	GC-B act
CCOC(=O)c1c(C)n(C)c2ccc(OCC(O)Cn3c(C)nc4ccccc43)cc12 (stereo unspecified)	1.1	-2.9	3.4	-17.0	-3.3	-4.7	3.5	-1.7	-6.8	2.2
CCC(Oc1cccc(Cl)c1)C(=O)N1CCCN(C)CC1 (stereo unspecified)	0.7	-3.9	6.5	3.0	0.7	1.3	-3.5	-2.3	0.5	0.1
Cc1cc(NC(=O)c2noc3c2CCCC3)no1	0.0	-0.6	-1.9	-6.5	3.5	3.8	-6.3	1.7	1.2	3.2
CCNC(=O)c1cc2c(=O)n3cccc(C)c3nc2n(Cc2ccc(C)cc2)c1=N	1.9	9.2	3.4	-4.0	-8.9	0.8	-2.3	2.0	-7.7	23.4
Cc1cc(Cl)ccc1NC(=S)Nc1cccnc1	-0.6	1.8	-4.5	-0.8	4.0	-11.9	6.7	6.3	-1.6	-2.1
O=C(c1cc(-c2ccc(F)cc2)on1)N1CCN(c2ccc(F)cc2)CC1	-2.6	-0.5	1.9	-4.5	0.6	2.0	2.3	3.8	-0.4	-0.3
CCOP(=O)(OCC)C(NCc1ccccc1)c1ccc(Br)cc1 (stereo unspecified)	-4.0	-7.2	3.8	-2.8	3.1	1.9	-2.7	1.0	2.5	-17.6
CCCN(CCC)CCNC(=O)CS(=O)Cc1nc(-c2ccc(C)cc2)oc1C (stereo unspecified)	3.7	-10.0	4.1	1.3	-7.6	-2.6	5.2	-0.4	-4.8	-1.1
CC(C)(C)OC(=O)N1CCN(C(=O)c2[nH]cnc2C(=O)NCc2ccccc2)CC1	-0.5	-3.4	3.5	3.3	-0.2	0.3	1.9	-1.7	4.5	-2.1
O=S(=O)(c1ccc(F)c(F)c1)N1CCCCCCC1	-0.4	-0.1	4.2	-4.5	2.0	6.0	-2.2	-2.5	7.7	1.8
COCCCNC(=O)C[C@H]1C[C@H](C(=O)N2CCOCC2)[C@@]2(C)c3[nH]c4ccc(Cl)cc4c3CCN2C1=O	-4.0	-0.3	2.4	-0.9	-2.3	0.8	-3.0	0.6	-6.5	-0.6
Cc1ccc(S(=O)(=O)Nc2ccc3c(c2)C(=O)N([C@H](C)CO)C[C@@H](C)[C@@H](CN(C)C(=O)Nc2cccc4ccccc24)O3)cc1	-1.7	14.9	1.6	-12.7	-0.1	4.1	-2.6	3.4	6.5	2.0
O=C(O)c1oc2ccccc2c1-n1cccc1	-0.3	7.6	-2.8	-11.7	-4.7	14.3	5.4	1.7	0.7	12.6
COC(=O)C1C(=O)N2CCCSC2=C(C#N)C1c1cccs1 (stereo unspecified)	1.1	-0.8	-5.1	0.2	2.3	11.6	-2.9	-3.7	5.8	3.6
COc1ccc(S(=O)(=O)N2CCN(c3ncccn3)CC2)cc1[N+](=O)[O-]	3.5	-1.2	2.2	1.5	2.3	5.9	-1.3	-1.5	-0.3	-4.8
COc1ccccc1Nc1nc(NCCCN(C)C)nc(N)c1[N+](=O)[O-]	0.3	17.0	-0.4	-0.2	5.2	-0.3	-7.9	-0.5	7.7	1.2
CC(C)NC(=O)N[C@H]1CC[C@H](CC(=O)NCc2ccc(Oc3ccccc3)cc2)O[C@@H]1CO	-5.0	1.2	-5.0	·	3.5	-14.8	-1.1	1.8	-10.2	2.2
O=C(NC(Cc1ccccc1)C(=O)O)C1CCN(S(=O)(=O)c2ccccc2C(F)(F)F)CC1 (stereo unspecified)	1.1	15.0	-9.1	0.9	2.0	6.3	-4.0	4.7	3.3	-0.4
CC(=O)Nc1ccc(-n2c(C)ccc2C)cc1	-1.4	2.2	-3.1	3.8	-5.3	3.1	2.0	1.2	2.0	3.0
O=c1c2cc(NC(=S)N3CCCCC3)ccc2nc2n1CCCCC2	0.7	-1.1	-6.0	1.1	6.7	-8.9	-2.8	3.9	-3.7	1.9
CC1CCCC(C)N1C(=O)CSc1nc2ncnc(N)c2[nH]1 (stereo unspecified)	-2.6	1.4	4.1	5.8	0.0	3.0	1.2	1.2	-18.4	2.9
CN(C)C(=O)N1CCN(C(=O)[C@H](CCc2ccccc2)NC(=O)[C@H]2O[C@@H](n3cnc4c(N)ncnc43)[C@H](O)[C@@H]2O)CC1	2.6	-0.2	35.6*	·	2.3	4.9	3.6	-2.0	3.0	4.5
COc1ccc(Cc2nnc(NC(=O)Nc3cccc(OC)c3)s2)cc1	-3.6	42.2*	-13.2	-11.6	1.1	-5.9	-5.0	-2.4	-3.5	-3.3
CCCc1nnc(NC(=O)CCC(=O)NC2CCCc3ccccc32)s1 (stereo unspecified)	-3.3	-0.7	1.4	6.2	-2.7	0.9	18.5	-3.2	3.6	-0.7
COc1cc2c(cc1NC(=O)C(F)(F)F)-c1ccc(NC(=O)C(F)(F)F)cc1C2	1.4	0.3	-4.4	1.5	-7.1	-2.6	0.8	-2.9	-16.7	0.1
CCN(CC)S(=O)(=O)c1ccc(C2CNC(=O)C2)cc1 (stereo unspecified)	2.1	-0.2	-7.0	8.1	1.3	-14.6	-3.6	8.6	-14.2	0.4
Cc1c(C(=O)OCC(=O)NCCN2C(=O)CSC2=O)oc2c1ccc1ccccc12	0.0	2.5	-11.0	-15.9	-4.5	0.6	2.0	-1.8	-7.7	5.2
CCO/N=C(/C)c1c(O)c(C)c(-c2ccccc2)n(-c2ccccc2)c1=O	0.3	-8.1	-3.9	0.6	0.4	-6.2	1.5	0.2	6.7	1.4
Cc1ccc(NC(=O)CSc2nc3ccccc3c(=O)n2CCCC(=O)NCCCN2CCOCC2)cc1	7.0	-4.1	11.2	6.1	-6.0	-9.7	-2.1	-5.9	-7.0	-6.2
CCCCNC(=O)C1(C)CCC(=O)N1C1CCN(Cc2ccccc2)CC1 (stereo unspecified)	3.4	-1.3	-2.3	·	4.6	10.2	-12.2	1.4	-4.0	1.7
CC(=O)N/C(=C/c1ccccc1)C(=O)N1CCCCC1	-0.4	-4.9	-1.8	3.7	5.7	8.9	4.9	-3.8	0.6	1.2
COC(=O)c1ccc(-c2sc3nc(N4CCOCC4)c4c(c3c2N)CC(C)(C)OC4)o1	-1.7	11.5	3.0	-0.7	5.7	-5.3	3.2	3.7	-10.4	2.0
CN1CCC(OC2c3ccccc3CCc3ccccc32)CC1	-1.9	2.7	-3.0	0.3	2.1	-16.0	-2.1	5.2	0.5	-13.3
CNC(=O)CSc1nnc(-c2cc(C)cc(C)c2)o1	0.2	-1.3	1.2	1.2	-6.6	2.8	5.6	3.9	-4.9	2.2
COc1ccccc1CNC(=O)c1ccc(-c2ccccc2C(F)(F)F)o1	-2.2	2.3	-4.9	-53.0	0.9	4.0	-2.9	1.6	-12.1	2.2
CCCCCCCCN1C(=O)[C@H](CC(=O)NCc2ccc(OC)c(OC)c2)C[C@@]2(C(=O)OC)CCCCC=C12	0.6	3.4	-3.6	·	3.2	0.9	-1.3	-4.2	0.3	6.9
COc1ccc(OC)c(N2C(=O)c3ccccc3C2c2nnnn2-c2ccc3c(c2)OCCO3)c1 (stereo unspecified)	-0.3	10.3	15.8	·	-4.0	-2.2	0.1	2.2	6.4	-7.0
N#Cc1ccc(N2CCN(C(=O)c3cccc(F)c3)CC2)c(F)c1	0.6	-1.2	-8.1	-3.9	-2.6	1.2	-2.8	2.1	5.7	-2.5
COc1cc(/C=C\C(=O)OCn2nnc3ccccc3c2=O)cc(OC)c1OC	5.8	3.2	-4.9	-0.3	4.7	4.0	-13.5	1.8	-14.3	-3.5
O=C1c2cccc(Cl)c2C(=O)c2c1cccc2N1CCCC1	32.2*	3.2	7.9	65.1*	-2.8	25.9*	-7.3	7.0	65.6*	-2.7
CC(/C=C/c1ccc2c(c1)OCO2)=N\NC(=O)C(O)c1ccccc1 (stereo unspecified)	0.5	-0.8	-2.1	-0.2	1.8	-6.5	3.3	4.4	-3.9	1.4
O=C1N(c2cccc3ccccc23)C(c2ccccc2)N2CCCN12 (stereo unspecified)	-0.8	-7.9	-3.6	-7.8	4.8	7.5	-2.3	1.2	6.2	-6.8
COc1ccc(CC(=O)N2CCc3ccccc3C2)cc1	-0.8	-2.0	8.5	1.6	2.2	7.0	3.6	9.7	2.5	-0.5
O=C(CCCc1ccccc1)NCc1ccc(Cl)cc1	-0.7	2.3	-1.6	-1.7	4.9	-1.2	-0.3	1.6	-4.8	-2.3
CC(C)CCNC(=O)CCCCn1c(=O)[nH]c2ccsc2c1=O	-0.2	-3.8	-11.9	4.2	1.9	3.7	5.2	1.0	0.0	1.9

Two records drawn at random from the list so far:
Structure	LEDGF integ inh	rCAG RNA binder	SIAE primary	HTRA1 inhibitor	MBD2 DNA inh	TDP2 inh	TCR-CD3 inh	PRMT1 FP inh	ABHD4 inh	GC-B act
CC(C)CCNC(=O)CCCCn1c(=O)[nH]c2ccsc2c1=O	-0.2	-3.8	-11.9	4.2	1.9	3.7	5.2	1.0	0.0	1.9
O=C(CCCc1ccccc1)NCc1ccc(Cl)cc1	-0.7	2.3	-1.6	-1.7	4.9	-1.2	-0.3	1.6	-4.8	-2.3

(listing goes on)
Structure	LEDGF integ inh	rCAG RNA binder	SIAE primary	HTRA1 inhibitor	MBD2 DNA inh	TDP2 inh	TCR-CD3 inh	PRMT1 FP inh	ABHD4 inh	GC-B act
COc1cc(C2c3c(-c4cc(C)cc(C)c4O)n[nH]c3C(=O)N2CCCO)cc(OC)c1OC (stereo unspecified)	0.5	-3.8	7.4	7.6	2.8	4.8	5.3	-0.1	1.3	-18.4
C=CCNc1nc(C)c(C(C)=O)cc1C#N	2.0	2.5	0.1	-2.6	-0.6	7.1	1.1	0.1	5.3	-6.0
Cc1ccccc1Cn1c(=O)n(CC2CCC(C(=O)NCCc3ccccc3)CC2)c(=O)c2ccccc21 (stereo unspecified)	-6.7	5.3	-7.4	6.7	3.7	-4.4	-10.4	-0.3	2.4	1.3
CCOC(=O)CSc1nnc(-c2ccoc2C)n1-c1ccc(C)cc1	3.4	-10.1	-0.8	0.7	2.1	8.7	0.5	1.2	0.0	-8.1
CCCCN(C(=O)C1CC(=O)N(c2ccc3c(c2)OCCO3)C1)c1c(N)n(CCC)c(=O)[nH]c1=O (stereo unspecified)	-3.1	3.3	10.7	6.5	-4.0	5.9	-0.2	2.8	1.4	2.2
COc1ccc(C(=O)OCCN2CCN(C3CN(Cc4cn(Cc5cccc(F)c5)nn4)S(=O)(=O)C3)CC2)cc1OC (stereo unspecified)	-0.8	5.3	2.6	·	1.9	1.1	·	3.4	1.0	3.1
CN(C(=O)CSc1nnc(-c2ccc3c(c2)OCO3)o1)C1CCS(=O)(=O)C1 (stereo unspecified)	-4.6	-1.1	1.8	1.9	0.3	-0.6	-9.3	-3.9	0.7	7.5
